Screening results deposited in PubChem by Sanford-Burnham Center for Chemical Genomics.
DUSP3 inh – VHR1 phosphatase inhibitors, primary screen, biochemical, colorimetric, HTS; hit rate 0.7% among 50,000; Dual specificity protein phosphatase 3 (Homo sapiens), P51452; recombinant VHR phosphatase, colorimetric substrate read-out; inhibition, % at 20 µM; in the data active means inhibition above about 60%; further: some results filed as inactive read as strong as hits
Target sequence (P51452 whole entry, looked up): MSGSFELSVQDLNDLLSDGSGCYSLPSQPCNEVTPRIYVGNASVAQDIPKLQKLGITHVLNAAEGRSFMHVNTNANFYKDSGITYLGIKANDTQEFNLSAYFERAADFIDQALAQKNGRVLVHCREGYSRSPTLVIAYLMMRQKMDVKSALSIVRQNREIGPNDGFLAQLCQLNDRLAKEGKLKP
Starred values were filed as active, the others as inactive. This is a subset; count on the stated rates, not on these rows.

Sample of the layout (2 entries):
SMILES	DUSP3 inh
CCOc1cc(/C=C2/SC(=S)N(C)C2=O)ccc1OCCOc1ccc(C)c(C)c1	-16
CCOC(=O)CN(CP(=O)(OCC)OCC)CP(=O)(OCC)OCC	0

The listing, previewed entries included:
SMILES	DUSP3 inh
CCOc1cc(/C=C2/SC(=S)N(C)C2=O)ccc1OCCOc1ccc(C)c(C)c1	-16
CCOC(=O)CN(CP(=O)(OCC)OCC)CP(=O)(OCC)OCC	0
COC(=O)C1=C(C)N(C)C(=O)/C1=C\c1ccc2c(c1)OCO2	18
COc1ccc(/C(C)=N\OCc2nc3c4c5c(sc4ncn3n2)CCCC5)cc1OC	0
Cc1nc2cc(S(N)(=O)=O)ccc2n1-c1ccccc1	0
Cc1cccc(C(=O)Nc2ccc(NC(=O)c3ccccc3)c(C)c2)c1	-1
Cn1ccnc1SC/C=C/CSc1nccn1C	-10
CCCn1c(=O)c(C(=O)Nc2cc(Cl)ccc2OC)c(O)c2ccccc21	6
O=[N+]([O-])c1cccc(S(=O)(=O)NCc2ccncc2)c1	5
CC(=O)Nc1ccc(S(=O)(=O)NC(=O)CC(C)C)cc1	4
Cc1ccc(NC(=O)CCC(=O)N2CC(=O)NC(=O)C2)cc1	-7
CCOc1ccc(C2C(C(=O)/C=C/c3ccccc3)=C(O)C(=O)N2CCCCCC(=O)O)cc1 (centres undefined)	3
COc1ccc(C(=O)CC2(O)C(=O)Nc3ccccc32)cc1OC (centres undefined)	-1
CCc1ccc(-c2nc3cc(NC(=O)COc4ccc(OC)cc4)ccc3o2)cc1	-20
Cc1cc(/C=C2\SC(=S)NC2=O)c(C)n1-c1cccc([N+](=O)[O-])c1	9
O=C1c2ccccc2C(=O)c2c1cccc2N1CCN(C/C=C/c2ccccc2)CC1	-17
COc1cc(/C=C2\C(=O)NC(=O)N(c3ccc(Br)cc3)C2=O)c([N+](=O)[O-])cc1OC	15
OC(CN1CCCC1)Cn1c2ccc(Br)cc2c2cc(Br)ccc21 (centres undefined)	-88
Cc1ccc(C)c(S(=O)(=O)n2ccnc2C(C)C)c1	24
Cc1cccc(NCC(=O)N/N=C\c2c(Br)cc(Br)c(O)c2Br)c1	-11
CN(CCN(C)/N=C/c1ccc(O)cc1O)/N=C/c1ccc(O)cc1O	-4
O=c1[nH]c(SC/C=C/c2ccccc2)nc2sc3c(c12)CCCC3	3
O=C(Nc1ccccc1[N+](=O)[O-])C1C(c2ccccc2)C1(Cl)Cl (centres undefined)	-21
COc1ccc(/C(N)=N/OC(=O)c2cccc(C)c2)cc1	-21
CCC1CCCCN1Cc1c(O)ccc2c(=O)c(-c3ccc(Cl)cc3)coc12 (centres undefined)	8
O=S(=O)(NCc1ccc(F)cc1)c1ccccc1	-3
Cc1nc(N2CCCCC2)[nH]c(=O)c1C=O	9
CC(Oc1cccc(Cl)c1)C(=O)N1CCN(Cc2ccccc2)CC1 (centres undefined)	-55
CC(=O)c1ccc(NC(=S)NC(=O)c2ccccc2)cc1	-30
CCCNC(=O)c1nn2c(C(F)(F)F)cc(-c3ccccc3)nc2c1Br	-10
CC(CCC(=O)Nc1nc2ccccc2s1)CC(=O)Nc1nc2ccccc2s1 (centres undefined)	9
Cc1cccc(NC(=O)/C(C#N)=C/c2cn(CC(=O)Nc3ccccc3)c3ccccc23)c1C	14
COc1cc(Br)c(CN2CCN(Cc3cc(OC)c(OC)c(OC)c3)CC2)cc1OC	5
COc1ccc(-c2cc(C(=O)Nc3c(C)cccc3C)c3ccccc3n2)c(OC)c1	-4
COc1cc([N+](=O)[O-])ccc1NC(=O)c1cccc(I)c1	-7
Cn1c(O)c(/C=C2/C=CC=N2)c(=O)n(-c2ccccc2)c1=S	69*
O=C1c2ccc3c4c(ccc(c24)C(=O)N1/N=C/c1ccccc1)CC3	-27
COc1ccc(NC(=O)Cn2nc(C)c([N+](=O)[O-])c2C)cc1OC	-26
O=S(=O)(c1ccc(Cl)cc1)N1CCN(c2ccccn2)CC1	-3
COc1ccc(N/C(=N/S(=O)(=O)c2ccccc2)c2ccccc2)cc1	-12
CCC(C)c1ccc(OCCOc2ccc(C=C3C(=O)NC(=S)NC3=O)cc2OC)cc1 (centres undefined)	4
COc1ccc(C2CC(C(F)(F)F)n3nc(C(=O)NCCCN4CCOCC4)c(Cl)c3N2)cc1OC (centres undefined)	-43
CSc1ccc(S(=O)(=O)N(CC(=O)Nc2cccc(C(C)=O)c2)c2ccc(C)cc2)cc1	-20
CC(C)(C)C(=O)NCC12C=CC(O1)C1C(=O)N(c3ccccc3)C(=O)C12 (centres undefined)	0
CCc1ccc(-c2nn(-c3cc(N4CCN(C)CC4)ccc3[N+](=O)[O-])c(=O)c3ccccc23)cc1	-18
Cc1cc(OCC(=O)Nc2ccc(O)c(-c3nc4ccccc4o3)c2)cc(C)c1Cl	-4
COc1ccc(/C=C/C(=O)Nc2scc(-c3ccc(Br)cc3)c2C(=O)O)cc1	4
Cc1ccc(OCC(=O)N/N=C\c2ccc(OC(=O)c3cccs3)cc2)cc1	-9

13 compounds from above, arranged by count of non-hydrogen atoms, falling.
SMILES	DUSP3 inh
COc1ccc(C2CC(C(F)(F)F)n3nc(C(=O)NCCCN4CCOCC4)c(Cl)c3N2)cc1OC (centres undefined)	-43
CCc1ccc(-c2nn(-c3cc(N4CCN(C)CC4)ccc3[N+](=O)[O-])c(=O)c3ccccc23)cc1	-18
Cc1cccc(NC(=O)/C(C#N)=C/c2cn(CC(=O)Nc3ccccc3)c3ccccc23)c1C	14
CSc1ccc(S(=O)(=O)N(CC(=O)Nc2cccc(C(C)=O)c2)c2ccc(C)cc2)cc1	-20
COc1ccc(-c2cc(C(=O)Nc3c(C)cccc3C)c3ccccc3n2)c(OC)c1	-4
Cc1cc(OCC(=O)Nc2ccc(O)c(-c3nc4ccccc4o3)c2)cc(C)c1Cl	-4
CC(CCC(=O)Nc1nc2ccccc2s1)CC(=O)Nc1nc2ccccc2s1 (centres undefined)	9
COc1ccc(/C=C/C(=O)Nc2scc(-c3ccc(Br)cc3)c2C(=O)O)cc1	4
COc1ccc(N/C(=N/S(=O)(=O)c2ccccc2)c2ccccc2)cc1	-12
O=C1c2ccc3c4c(ccc(c24)C(=O)N1/N=C/c1ccccc1)CC3	-27
COc1ccc(NC(=O)Cn2nc(C)c([N+](=O)[O-])c2C)cc1OC	-26
Cn1c(O)c(/C=C2/C=CC=N2)c(=O)n(-c2ccccc2)c1=S	69*
COc1cc([N+](=O)[O-])ccc1NC(=O)c1cccc(I)c1	-7

New compounds follow
SMILES	DUSP3 inh
CC1(C)Cc2c(sc3ncn4nc(CO/N=C/c5ccccc5Cl)nc4c23)C(C)(C)N1	16
C=CCN1C(=O)/C(=C\c2cccn2-c2ccc([N+](=O)[O-])cc2)C(=O)NC1=S	80*
O=C(/C=C/c1ccccc1)NNC(=O)c1cccnc1	-97
COc1ccc2oc(C(F)F)cc(=O)c2c1	10
COc1ccc(C(N)=O)cc1NC(=O)c1cccnc1	-16
CCC(=O)Nc1ccc(C(=O)n2nc(C)cc2C)cc1	6
COc1cccc(/C=N/NC(=O)C(=O)N2CCCC2)c1	-99
CC(=O)Nc1nonc1-c1ccccc1	-2
Cc1ccc(C2=C(C#N)C(N)=C(C#N)C3=CCCC32)c(C)c1 (centres undefined)	8
CN(C)c1ccc(/C=C2\SC(=S)N(c3ccccc3Cl)C2=O)cc1	-12
Clc1ccc(CSc2nsc(SCc3ccc(Cl)cc3)n2)cc1	35
O=C1c2ccccc2-c2c(NC3CCCCC3)c(=O)[nH]c3cccc1c23	6
O=C(O)C1C2C=CC(C3CC23)C1C(=O)NCc1ccccc1 (centres undefined)	-7
CC1CCN(C2=NC(=O)/C(=C/c3ccccc3O)S2)CC1	15
COc1ccccc1N(CC(=O)Nc1cccc(C)c1C)S(=O)(=O)c1ccccc1	-12
CC(=O)NS(=O)(=O)c1ccc(NS(=O)(=O)c2ccc(C)cc2)cc1	-9
O=C(O)CSc1nnc(-c2ccco2)n1-c1ccccc1	4
COc1ccc(C(=O)/C=C/Nc2ccc(Br)c(C)c2)cc1	-3
CC1(C)OC2OC(COCc3ccccc3)C3OC(C)(C)OC3C2O1 (centres undefined)	-15
O=C(COC(=O)C(O)c1ccccc1)c1ccc2c(c1)OCCO2 (centres undefined)	7
Fc1c(F)c(C(F)(F)F)c(F)c(F)c1Oc1cccc2cccnc12	98*
Cc1ccc(NC(=O)C(C)N2C(=O)c3ccccc3C2=O)c(C)c1 (centres undefined)	-21
Cc1ccc(-n2c(C)cc(/C=N/NC(=O)CN3CCOCC3)c2C)c(C)c1	19
Clc1ccccc1CNCCc1ccc2c(c1)OCO2	-5
CCC(Sc1nc2ccccc2s1)C(=O)Nc1ccc([N+](=O)[O-])cc1 (centres undefined)	3
CCN1C(=O)/C(=C/c2cccs2)SC1=S	-5
COc1ccccc1C1CN(c2ccccc2)N=C1c1cccs1 (centres undefined)	2
O=C(Nc1ccccc1)NC1CCCC1	29
CCc1ncc(C(O)c2ccccc2OC)n1C (centres undefined)	-13
CC(NC(=O)CN1CCCCC1)C1CC2CCC1C2 (centres undefined)	0
CC1=C(C(=O)Nc2ccccc2)C(c2ccc(O)c(O)c2)NC(=S)N1 (centres undefined)	41
CCOC(=O)c1c(C)oc2ccc(OCc3cccc(F)c3)cc12	-11
COc1ccc(/C=C(/C#N)C(=O)Nc2cccc(Br)c2)c(C)c1	-10
O=C1NC(=Nc2cccc(O)c2)S/C1=C\c1ccc(F)cc1	-3
CC1=C(C(=O)OCCOC(C)C)C(c2ccccc2Cl)NC(=O)N1 (centres undefined)	-31
CCOc1cccc(-c2nnc(NC(=O)c3ccco3)s2)c1	3
Cc1ccccc1NC(=O)c1cc(C(=O)Nc2ccccc2C)n(C)n1	-14
CCc1ccc(CN2CCN(C(=O)CC(C)C)CC2)cc1	3
CCc1ccc(NC(=O)c2c(-c3ccccc3)noc2C)cc1	-36
CCOC(=O)c1ccc(-c2ccc(/C=N/O)o2)cc1	10
CCC1=NN2C(=N)/C(=C/c3ccc(-c4ccccc4[N+](=O)[O-])o3)C(=O)N=C2S1	-3
O=C(Nc1cc(C(F)(F)F)cc(C(F)(F)F)c1)c1cccc(Br)c1	-2
CCSc1nnc(-c2ccc(Cl)cc2)c2ccccc12	9
COC(=O)c1ccc(NC(=O)C2CC(=O)N(c3ccc(C)cc3)C2)cc1 (centres undefined)	-26
O=C1NC(=O)N(c2ccc(Br)cc2)C(=O)/C1=C/c1ccc(Oc2ccc([N+](=O)[O-])cn2)cc1	-21
C=CCn1c(SCC(C)C)nc(O)c(Cc2ccccc2)c1=O	4
CCOc1ccc(C(=O)Nc2cc3nn(-c4ccc(OC)cc4)nc3cc2C)cc1	2
CC(C)OC(NC(=O)c1ccco1)C(Cl)(Cl)Cl (centres undefined)	-1
CC(=O)NC1=NN(C(C)=O)C(C)(c2cccc(NC(C)=O)c2)S1 (centres undefined)	-6
Cc1cc(=O)[nH]c(Nc2ccccc2)n1	-4
COc1cc(C=C2C(=O)N(C)C(=O)N(C)C2=O)ccc1OCc1ccc(C(=O)O)cc1	-2
COc1ccc(C(=O)COc2cc3c(C(=O)OC(C)C)c(C)oc3cc2Br)cc1	-21
COc1cccc(OCCNc2cc(Cl)ccc2[N+](=O)[O-])c1	11
CC(C(=O)c1ccc(-c2ccccc2)cc1)[n+]1ccccc1 (centres undefined)	-5
CCOC(=O)C(=O)N1c2ccccc2CCc2ccccc21	4
O=C1C2C3C=CC(C4CC34)C2C(=O)N1c1ccc(I)cc1 (centres undefined)	-16
CC(=O)C(C)Oc1ccc2ccc(=O)oc2c1 (centres undefined)	-17
COc1ccc(N2C(=O)NC(=O)/C(=C\c3ccc(O)c(Cl)c3)C2=O)cc1	-5
CCOC(=O)C(CC#CCN(C)C)(CC#CCN(C)C)C(=O)OCC	-14
CCSc1nnc(NC(=O)c2ccc(Cl)c(Cl)c2)s1	-35
Carrying on.
SMILES	DUSP3 inh
Cc1c(NC(=O)c2c(Cl)cccc2Cl)c(=O)n(-c2ccccc2)n1C	-8
CCOc1cc(/C=N/n2cnnc2)ccc1OCCOc1ccc(C)cc1	-34
O=C(N/N=C/c1ccc(O)cc1O)c1cnccn1	-30
Cc1ccc(N2CC(C(=O)Nc3cc(C)ccc3C)CC2=O)cc1 (centres undefined)	-9
COc1ccc(C2Nc3ccccc3C(=O)N2c2ccc(Br)cc2)cc1 (centres undefined)	-20
COc1ccc(C(=O)CC(Nc2ccc([N+](=O)[O-])cc2)c2ccc(Cl)cc2)cc1 (centres undefined)	-2
O=C(NCCCn1ccnc1)c1ccccc1Br	-7
Cc1c(N2C(=O)S/C(=C\c3ccc(N(C)C)cc3)C2=O)c(=O)n(-c2ccccc2)n1C	15
C=CCOc1c(I)cc(/C=C2/C(=O)NC(=O)N(c3ccc(OC)cc3)C2=O)cc1OC	17
C=CCc1ccccc1OCCn1cc(C=C2C(=O)NC(=S)NC2=O)c2ccccc21	5
N#CC1=C(N)Oc2c(ccc3ccccc23)C1c1ccc2c(c1)OCO2 (centres undefined)	-5
O=C(N/N=C/c1cc(O)c(Br)cc1Br)c1cccc(F)c1	-9
O=c1/c(=C/c2ccc(O)cc2)sc2nc3cc(Br)cnc3n12	-34
Cc1cc(C)c2oc(-c3ccc(NC(=O)c4cc5ccccc5o4)cc3O)nc2c1	-4
COCCCNC(=O)c1ccc(N(C)S(=O)(=O)c2ccccc2)cc1	-15
Cc1ccc(C(=O)CCNc2ccc3ccccc3c2)o1	8
COc1cccc(C(=O)Nc2cc3nn(-c4ccc(C)cc4)nc3cc2C)c1	-5
O=C(COc1ccccc1)N1CCN(c2ccccc2)CC1	-12
O=C(/C=C/c1ccc(-c2cc(Cl)ccc2Cl)o1)c1ccc([N+](=O)[O-])cc1	-2
CCCC(C)NC(=O)c1cc(Cl)ccc1Cl (centres undefined)	-2
O=C(/C=C/c1ccc(-c2cc(Cl)ccc2Cl)o1)c1ccco1	23
COc1ccc(Br)cc1/C=C/C(=O)Nc1ccc(N2CCOCC2)cc1	-19
Cc1ccc(C(=O)C(C(=O)C(=O)Nc2ccccc2)C(c2ccccc2)c2ccccc2)cc1 (centres undefined)	-7
CC(=O)N1CC2(CC(=O)OC(C)C)CN(C(C)=O)CC(CC(=O)OC(C)C)(C1)C2=O	-16
O=C(Cc1cccs1)Nc1cccc(/C=C/C(=O)c2ccccc2)c1	-12
